# Myeloid diff 2 – compounds promoting myeloid differentiation; ER-HoxA9 myeloid progenitors, lysozyme-GFP differentiation, flow cytometry; calls only at 10 µM; 1% of 360,000 active; AID 624256;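 active = normalized GFP-positive differentiation at or above the plate's own cutoff, the solvent-only control mean plus 3 SD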;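 note: cells exposed to compound for four days before flow analysis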
# bCat nuc transl – alters nuclear translocation of beta-catenin in HeLa cells | 0.3% of 190,000 active | nuclear translocation activity, % at 5 µM | immunofluorescence imaging;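 active = nuclear translocation activity above 50% at 5 µM, with a well cell count of 50 or more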;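 note: per-cell ratio of nuclear to cytoplasmic median beta-catenin stain intensity; plate controls were DMSO negative control for no effect and GSK-3 inhibitor IX positive control for full effect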
#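 Technique: fluorescence imaging of beta-catenin antibody stain plus DAPI / Material: human HeLa cell line / Incubation: compound treatment 24 h, 37°C, 5% CO2 / Read-out basis: % activation of per-cell nuclear versus cytoplasmic median beta-catenin signal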
# Dynein transport – blocks dynein driven cargo transport along microtubules | AID 1381 | z-score, hits read low | 0.47% of 220,000 active | 3617.4 mouse cells, GR-EGFP nuclear translocation imaging; test concentration mostly 20 µM; stimulated with dexamethasone, 1 µM; hits give low values;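 active = plate z-score of nuclear minus cytoplasmic receptor signal below a set negative limit, without overly bright fluorescence or cell loss, cut at about -3.5 in these data, passing the limit was not always enough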;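 note: z-score of nuclear minus cytoplasmic ring GR-EGFP intensity difference per well; some compounds called inactive have numbers as strong as hits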
#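 Schedule: 48 h induction, then 1 h compound, then 30 min agonist, 37 °C. Buffer or medium: tetracycline-free induction medium containing charcoal-stripped FBS. Reagent: 1.0 µM final dexamethasone stimulus. Evaluation: nuclear versus cytoplasmic GR-EGFP signal, averaged per well. Signal: high-content fluorescence imaging after fixation.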
# TNAP activators – human TNAP enzyme activators, primary screen, biochemical, luminescent, no phosphate acceptor, uHTS (AID 1001); purified TNAP, luminescent activation assay, no phosphate acceptor; higher activation fold means a stronger effect; one-dose activation fold at 20 µM; EC50 in µM for titrated hits; 0.03% of 200,000 active; in the data active = activation fold from about 3, or a potency from the dose series; inactive = the rest, 99 in 100 with activation fold below about 1.6; note: many of its hits are not listed in these tables
# Insulin prom up – MIN6 insulin promoter up-regulation | MIN6 insulin promoter-GFP reporter, high-content imaging; hits give high values | z-score at 5 µM | 0.3% of 190,000 active;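 active = z-score above 3 at 5 µM with at least 500 cells counted in the well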
# MT stabilizer – stabilizes microtubules in HeLa cells; HeLa tubulin immunostaining HCS, 24 h; share of cells brighter than vehicle mean+2SD; % tubulin-high responders, % at 10 µM; 0.83% of 200,000 active; AID 2205;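 active = plate Z-score above 3 for both tubulin-high and condensed-nucleus cell shares, with cell loss under 80%, at 10 µM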;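 note: anti alpha tubulin signal scored within the nucleus-defined area of each cell; some results filed as inactive read as strong as hits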
# Hep lipid drop – hepatic lipid droplet formation modulation; AID 1656; inhibition, % at 6.5 µM; AML12 mouse hepatocytes, oleate lipid droplets, BODIPY imaging; 0.4% of 240,000 active;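 active = lipid droplet intensity inhibited by at least 50%, with more than 500 cells counted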
#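 Assay system: AML12 mouse liver cells | Compound dosing: One dose, 6.5 µM compound | Read-out basis: Droplet intensity reduction, % inhibition | Measured by: Fluorescence imaging, 20x objective, two fields per well | Schedule: Overnight treatment with compound plus oleate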
# PMI inhibitors – inhibitors of human PMI, primary screen, biochemical, fluorescence intensity, coupled assay (AID 1209); purified PMI enzyme, coupled fluorescence intensity; higher % means a stronger effect; one-dose inhibition, % at 20 µM; IC50 in µM for titrated hits; 0.42% of 190,000 active; in the data active = inhibition above about 50%;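 note: plate controls were DMSO vehicle for no effect and wells lacking substrate for full effect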
# T cell modulator – modulates CD8 T cell binding to vesicles | calls only at 7 µM | 2C CD8+ T cell-vesicle binding, flow cytometry; hits give low values | 0.068% of 330,000 active | AID 2052;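 active = response, share of CD8 T cells binding vesicles, and their 90th percentile fluorescence all below set limits, cut at about 80% in these data, passing the limit was not always enough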
#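 Incubation: binding step 1.5 h, 37 °C, antibody labelling 20 min, ice; system: murine 2C transgenic CD8+ T lymphocytes; technique: cytometric PE anti-B7-1 and Alexa647 anti-CD8 signals after 1% paraformaldehyde fixation; also added: QL9-charged Drosophila Ld/ICAM-1/B7-1 vesicles; control set: naked versus QL9-loaded vesicles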
# Dynein transport cytoplasmic EGFP – recorded beside Dynein transport, whose call it bears; z-score; measured here: cytoplasmic GR-EGFP intensity; hits give high values
# Dynein transport nuclear GR-EGFP – recorded beside Dynein transport, whose call it bears; z-score; measured here: nuclear GR-EGFP intensity;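 lower value marks the stronger effect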
# Dynein transport cell count – further read-out of Dynein transport, marked with its call; z-score; measured here: cell count per field
# Insulin prom up cell count – also measured in Insulin prom up; calls as there; cell count; measured here: cytotoxicity, nuclei count;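 total cells summed across four imaged fields per well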
# Hep lipid drop cells 6.5 µM – also measured in Hep lipid drop; calls as there; cell count; measured here: cell count, cytotoxicity flag;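 cells counted across two imaged fields per well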
# bCat nuc transl cell count 5 µM – second read-out of bCat nuc transl, no call of its own (marks repeat the call); cell count; measured here: cell count, cytotoxicity flag
# T cell modulator vesicle-bound % – also measured in T cell modulator; calls as there; double positive events, %; measured here: CD8+ vesicle-bound cell fraction;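 binding gate set so that unloaded-vesicle control wells show 10% double positive cells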
# MT stabilizer Hoechst-high % – also measured in MT stabilizer; calls as there; % Hoechst-high responders; measured here: nuclear condensation Hoechst responders;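 share of cells brighter than vehicle mean plus two SD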
# MT stabilizer cytotoxicity % – also measured in MT stabilizer; calls as there; toxicity, %; measured here: cytotoxicity by cell density;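 0% = mean cell density of plate MIN control wells and 100% = no cells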
# Myeloid diff 2 GFP+ MAC1+ % – also measured in Myeloid diff 2; calls as there; GFP+ MAC1+ double positive, %; measured here: differentiation confirmed by MAC1 staining
# * hit, by the source's call; i = inactive; x = no result given.
# Under each structure: Myeloid diff 2	Myeloid diff 2 GFP+ MAC1+ %	bCat nuc transl	bCat nuc transl cell count 5 µM	Dynein transport	Dynein transport cytoplasmic EGFP	Dynein transport nuclear GR-EGFP	Dynein transport cell count	TNAP activators	Insulin prom up	Insulin prom up cell count	MT stabilizer	MT stabilizer Hoechst-high %	MT stabilizer cytotoxicity %	Hep lipid drop	Hep lipid drop cells 6.5 µM	PMI inhibitors	T cell modulator	T cell modulator vesicle-bound %
1. COc1ccc([N+](=O)[O-])cc1N/C(=N/S(=O)(=O)c1ccccc1)c1ccccc1
 : i	0.2	-3.9	1085	0.525	-0.321	0.104	-1.23	1	0	1605	2.2	1.3	3.1	-6.0	667	4.1%	i	17.7
2. Cc1ccc(OCc2nnc(SCC(=O)CC(=O)Nc3ccccc3)o2)cc1
 : i	1.3	-0.9	1132	0.624	-0.224	0.467	0.059	1.1	0.75	1256	2.8	2.0	12.3	x	x	-11.7%	i	13.7
3. Cc1c(/C=N/n2cnnc2)c2ccccc2n1C
 : i	0.9	-1.2	974	-0.245	-0.132	-0.21	0.636	1.1	-0.23	642	2.5	2.7	3.3	-8.5	622	6.0%	i	38.9
4. CCCCCCCCNC1=CC(=O)CC(C)(C)C1
 : i	0.5	0.6	1341	-0.32	-0.221	0.196	0.937	x	x	x	x	x	x	1.9	701	x	i	27.2
5. CN1C(=O)c2cccc(NCCCCCCN3C(=O)c4ccccc4C3=O)c2C1=O
 : i	0.8	-7.9	1174	2.64	-0.0369	1.78	-1.47	1.1	x	x	2.0	0.5	1.9	-5.4	800	-7.3%	i	11.1
6. Cc1cccc(NC(=O)c2ccccc2OCC(=O)c2ccc(F)cc2)c1
 : i	0.2	-1.6	1029	-0.572	0.0543	-0.305	0.773	1.1	-0.34	1277	6.0	2.1	6.1	-2.1	676	-6.5%	i	50.2
7. Nc1ccc2oc(-c3ccccn3)nc2c1
 : i	1.1	-1.8	1195	0.0662	-0.117	-0.012	-0.106	1	0.23	1189	2.5	2.7	4.2	1.8	715	0.4%	i	24.1
8. NNC(=O)c1cc2cc3ccccc3nc2s1
 : i	0.5	1.1	1049	0.0174	-0.26	0.0157	-0.177	1.1	-0.81	1248	2.1	1.5	4.7	8.6	687	-49.6%	i	15.1
9. CCOC(=O)c1c(C)[nH]c(C)c1C(=O)CSc1nc2ccccc2c(=O)n1-c1ccc(F)cc1
 : i	0.3	-2.0	1061	-0.713	-0.285	-0.371	0.894	1.1	-0.47	1383	2.4	1.9	1.2	-10.8	670	16.6%	i	52.4
10. COc1ccc(CCNC(=O)CSc2nnc(-c3cccc(C)c3)o2)cc1OC
 : i	0.8	2.3	698	-0.000681	-0.214	0.471	-0.622	1	0.9	1276	6.7	2.8	12.2	x	x	-6.4%	i	33.3
11. Cc1cccc(CN2CCNC2=O)c1
 : i	0.7	-3.8	1148	1.15	-0.437	0.782	-1.12	1	x	x	3.8	1.3	1.5	-10.9	602	-22.6%	i	13.7
12. COc1ccc(N2CCN(C(c3ccccc3)c3nnnn3Cc3ccc(F)cc3)CC2)cc1 (stereo not drawn)
 : i	1.1	-5.0	1022	-0.0433	-0.205	0.164	0.362	1.2	-1.05	1302	5.1	2.2	4.5	x	x	11.7%	i	51.8
13. COc1ccc(CC(=O)OCC(=O)NCc2ccc(Cl)cc2)cc1
 : i	0.3	-2.5	1076	-0.61	-0.327	-0.36	0.525	1.1	-0.19	1280	2.5	2.7	8.4	11.9	690	0.8%	i	28.0
14. CCOC(=O)c1c(CN2CCCCC2)n(C)c2cc(Br)c(O)cc12
 : i	4.3	x	x	-0.0253	-0.439	0.0158	-0.0243	1.1	-0.54	839	1.1	1.0	7.6	x	x	2.3%	i	32.4
15. Cc1c(C(=O)NC(=S)Nc2ccc(N3CCOCC3)cc2)cccc1[N+](=O)[O-]
 : i	0.2	x	x	0.558	-0.179	0.426	-1.33	1.1	-0.31	1164	3.9	1.4	3.6	-2.2	641	-2.6%	i	16.4
16. Cc1ccc(C)c(N2CCN(CC(=O)Nc3ccc([N+](=O)[O-])cc3C(=O)Nc3ccccc3F)CC2)c1
 : i	1.9	0.4	1401	-0.713	-0.189	-0.434	1.16	1.1	-1.5	1034	2.3	1.3	6.9	x	x	18.4%	i	12.8
17. Fc1ccccc1OCC1CCCN(Cc2nc(CC3CC3)no2)C1 (stereo not drawn)
 : x	x	0.8	1038	-0.229	-0.328	-0.129	0.537	1.1	0.02	1479	1.4	1.9	4.5	-4.7	730	11.6%	i	37.3
18. NS(=O)(=O)c1ccc(CCNC(=O)COC(=O)CCSc2ccc(Cl)cc2)cc1
 : i	0.9	0.4	916	-0.43	-0.261	-0.102	0.359	1	1.75	1360	2.6	1.7	1.7	2.2	586	-1.2%	i	52.8
19. Cc1cc(C)cc(N2CC(O)=C(c3nc4ccccc4c(=O)[nH]3)C2=N)c1
 : i	0.3	6.7	1399	2.69	0.00494	1.68	-2.03	1.2	-1.25	1539	5.2	7.7	3.8	1.7	767	1.1%	i	41.8
20. Cc1ccc2nsnc2c1NC(=O)c1sc2ccccc2c1Cl
 : i	0.3	-0.8	918	-0.42	-0.271	-0.528	0.587	1.2	0.21	1441	6.5	6.5	3.8	-46.9	527	-2.0%	i	47.5
21. O=C(c1cccn(Cc2ccc(Cl)c(Cl)c2)c1=O)N1CCOCC1
 : i	1.1	x	x	0.0407	-0.229	-0.263	-0.244	1	x	x	1.2	1.5	7.2	x	x	0.3%	i	20.1
22. Cn1cccc1/C=C1\SC(=S)N(NC(=O)c2ccccc2)C1=O
 : i	0.7	-0.5	928	2.54	-0.234	1.3	-1.3	0.7	0.91	1278	6.6	2.8	11.0	-5.8	560	19.7%	i	32.8
23. N#CC(C#N)=C1C(=O)N(CCN2CCOCC2)c2ccccc21
 : i	0.7	-0.2	1378	-1.92	0.538	-0.674	-1.46	x	-0.21	998	x	x	x	11.0	692	x	i	55.4
24. CCNC(=O)COC(=O)c1cccc(Br)c1
 : i	0.2	-0.1	1323	0.57	-0.247	0.977	-0.759	x	0.54	716	x	x	x	-5.5	654	x	i	12.1
25. COc1ccc(CN(C)C(=O)CCl)cc1
 : i	0.1	-3.1	1080	-4.35*	0.838*	-1.85*	-1.06*	1.1	0.33	1324	1.9	1.7	4.0	34.9	709	-20.9%	x	x

# Structural class: the compounds so far containing fluorine (five)
# Under each structure: Myeloid diff 2	Myeloid diff 2 GFP+ MAC1+ %	bCat nuc transl	bCat nuc transl cell count 5 µM	Dynein transport	Dynein transport cytoplasmic EGFP	Dynein transport nuclear GR-EGFP	Dynein transport cell count	TNAP activators	Insulin prom up	Insulin prom up cell count	MT stabilizer	MT stabilizer Hoechst-high %	MT stabilizer cytotoxicity %	Hep lipid drop	Hep lipid drop cells 6.5 µM	PMI inhibitors	T cell modulator	T cell modulator vesicle-bound %
6. Cc1cccc(NC(=O)c2ccccc2OCC(=O)c2ccc(F)cc2)c1
 : i	0.2	-1.6	1029	-0.572	0.0543	-0.305	0.773	1.1	-0.34	1277	6.0	2.1	6.1	-2.1	676	-6.5%	i	50.2
9. CCOC(=O)c1c(C)[nH]c(C)c1C(=O)CSc1nc2ccccc2c(=O)n1-c1ccc(F)cc1
 : i	0.3	-2.0	1061	-0.713	-0.285	-0.371	0.894	1.1	-0.47	1383	2.4	1.9	1.2	-10.8	670	16.6%	i	52.4
12. COc1ccc(N2CCN(C(c3ccccc3)c3nnnn3Cc3ccc(F)cc3)CC2)cc1 (stereo not drawn)
 : i	1.1	-5.0	1022	-0.0433	-0.205	0.164	0.362	1.2	-1.05	1302	5.1	2.2	4.5	x	x	11.7%	i	51.8
16. Cc1ccc(C)c(N2CCN(CC(=O)Nc3ccc([N+](=O)[O-])cc3C(=O)Nc3ccccc3F)CC2)c1
 : i	1.9	0.4	1401	-0.713	-0.189	-0.434	1.16	1.1	-1.5	1034	2.3	1.3	6.9	x	x	18.4%	i	12.8
17. Fc1ccccc1OCC1CCCN(Cc2nc(CC3CC3)no2)C1 (stereo not drawn)
 : x	x	0.8	1038	-0.229	-0.328	-0.129	0.537	1.1	0.02	1479	1.4	1.9	4.5	-4.7	730	11.6%	i	37.3
